Assay outcomes deposited in PubChem by several laboratories.
ABCB6 inh 2: human ABCB6 transporter inhibition; Q9NP58; fluorescence ratio to DMSO, % at 10 µM; AID 602162; 360,000 compounds, 0.19% hits; K562-ABCB6 porphyrin accumulation, flow cytometry, 1 h; stronger effect = lower value;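 active = fluorescence ratio to DMSO below 75%, the collection mean minus 3 SD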;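 also: signal is porphyrin accumulated inside mitochondria; 100% equals median channel fluorescence of DMSO control wells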
MC4R antag cAMP: blocks human MC4R cAMP signaling; P32245; MC4R-expressing cells, MTII-stimulated cAMP, LANCE TR-FRET; inhibition, % at 6.5 µM; 360,000 compounds, 0.48% hits; AID 540295;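 active = inhibition above its plate's cutoff, the mean of tested wells on that plate plus 3 SD, cut at about 29% in these data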;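 also: 0% = Melanotan II alone and 100% = Melanotan II plus saturating MCL0020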
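Material: U2OS-MC4R stable cell line | Reagent: Melanotan II challenge after compound preincubation | Doses: One concentration, 6.5 µM nominal | Incubation: 30-min compound preincubation, 1-h Melanotan II challenge, 1-h detection, room temperature | Signal: TR-FRET cAMP assay | Replicates: One well per compound, no replicates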
MC4R ag barr: activates human MC4R beta-arrestin recruitment; U2OS MC4R beta-arrestin complementation, luminescence; percent of melanotan II response, DMSO zero; 360,000 compounds, 0.98% hits; activation, % at 8.9 µM; P32245;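 active = activation above a per-plate cutoff, the mean activation of sample wells on that plate plus 3 SD, cut at about 8% in these data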
Cardio protect: protects H9c2 cardiomyocytes from peroxide injury. 360,000 compounds, 0.63% hits. protection from H2O2 cell death, % at 20 µM. H2O2 injury protection, ATPLite, 2 h. AID 588492;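 active = compounds giving at least 50% protection of heart cells from peroxide-induced death in the single-dose screen, raw or plate-pattern-corrected value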;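 also: 0% = DMSO wells with peroxide and 100% = DMSO wells without peroxide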
ABHD5 PLIN5 PPI: ABHD5-PLIN5 protein interaction inhibition; Q00G26+Q8WTS1; Split G. princeps luciferase complementation, luminescence, 4 h; inhibition, % at 4 µM; 360,000 compounds, 0.78% hits; AID 602281;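 active = inhibition above the mean inhibition across every tested compound plus 3 SD, cut at about 22% in these data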;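 also: 0% = DMSO only wells and the 100% control is not disclosed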
Target sequence (Q00G26 whole entry, looked up): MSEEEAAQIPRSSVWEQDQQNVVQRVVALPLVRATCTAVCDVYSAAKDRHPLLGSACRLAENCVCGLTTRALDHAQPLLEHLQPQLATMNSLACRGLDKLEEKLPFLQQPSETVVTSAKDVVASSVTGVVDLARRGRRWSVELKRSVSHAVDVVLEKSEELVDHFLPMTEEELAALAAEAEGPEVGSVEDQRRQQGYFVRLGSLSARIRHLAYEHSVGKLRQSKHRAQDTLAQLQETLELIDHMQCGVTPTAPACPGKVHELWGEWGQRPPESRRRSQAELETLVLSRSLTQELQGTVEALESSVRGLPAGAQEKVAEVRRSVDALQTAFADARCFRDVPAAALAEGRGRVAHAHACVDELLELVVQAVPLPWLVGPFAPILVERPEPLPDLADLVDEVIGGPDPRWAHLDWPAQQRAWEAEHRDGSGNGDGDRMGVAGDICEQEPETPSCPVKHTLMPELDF
Target sequence (Q8WTS1 whole entry, looked up): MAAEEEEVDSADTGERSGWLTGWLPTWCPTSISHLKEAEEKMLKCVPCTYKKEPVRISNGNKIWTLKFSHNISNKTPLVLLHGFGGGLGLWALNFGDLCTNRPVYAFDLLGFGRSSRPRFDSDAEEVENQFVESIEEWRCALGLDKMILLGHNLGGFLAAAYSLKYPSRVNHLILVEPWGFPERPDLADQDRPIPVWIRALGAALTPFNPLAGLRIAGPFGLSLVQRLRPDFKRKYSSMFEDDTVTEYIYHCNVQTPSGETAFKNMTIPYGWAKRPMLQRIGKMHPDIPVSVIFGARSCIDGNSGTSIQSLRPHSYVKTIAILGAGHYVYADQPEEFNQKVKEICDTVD
m5-HT2A agonist: activates the mouse 5-HT2A serotonin receptor; P35363; CHO-K1 mHTR2A beta-arrestin complementation, luminescence; percent of 30 µM serotonin response; activation, % at 7.6 µM; 360,000 compounds, 0.66% hits; AID 624169;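 active = activation above a run cutoff, the mean activation of all tested compounds plus 3 SD, cut at about 14% in these data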;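 also: 0% = plate median of compound wells and 100% = 30 µM serotonin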
Glyco luc inh: blocks N-linked glycosylation in D54 reporter cells. reporter increase, % at 12.5 µM. D54 ERlucT glycosylation luciferase reporter, 24 h; percent of 100 nM tunicamycin response. 360,000 compounds, 0.23% hits;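 active = mean luciferase reporter signal, scaled so untreated is 0 and the glycosylation-blocking control 100, at or above a set limit in every replicate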;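 also: luciferase carries N-glycosylation sites so blocking glycosylation raises the light; 0% = median of neutral control wells and 100% = median of 100 nM tunicamycin wells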
Exocytosis inh: lytic granule exocytosis inhibition; TALL-104 LAMP-1 surface exposure, flow cytometry; cells stimulated with thapsigargin and PMA; inhibition, % at 10 µM; 360,000 compounds, 0.66% hits;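 active = inhibition above about 55%, limit read from the data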
PDI turbidity: PDI (human) enzyme inhibition; 350,000 compounds, 0.052% hits; P07237; PDI insulin aggregation turbidity, A650, 90 min; inhibition, % at 10 µM;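 active = mean inhibition across replicates of 30% or more, whatever share of single replicates reach that level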;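 also: absorbance from insulin aggregation driven by PDI reduction with DTT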
CaV13 FRET inh: Primary screen for inhibitors of IQ motif and Ca2+-dependent inactivation inhibitor domain binding in CACNA1D, Förster resonance energy transfer in living cells, …; HEK cells, CFP/YFP FRET ICDI-IQ, plate reader, 10 min; percent FRET-ratio fall versus neutral wells; inhibition, % at 12.3 µM; 340,000 compounds, 0.098% hits;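 active = mean replicate inhibition of at least 30% and at least 1% of replicates passing that level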;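 also: 0% = median of the neutral control wells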
Starred values were filed as active, the others as inactive; . = no result given.

SMILES	ABCB6 inh 2	MC4R antag cAMP	MC4R ag barr	Cardio protect	ABHD5 PLIN5 PPI	m5-HT2A agonist	Glyco luc inh	Exocytosis inh	PDI turbidity	CaV13 FRET inh
Cc1ccc(N2C(=O)CC(Sc3ncccc3C(=O)O)C2=O)cc1 (centres undefined)	100	0	-2.5	-5	0	4	0	8	3	-5
CN1C(=O)c2ccccc2N(C)C1c1cccc(O)c1 (centres undefined)	98	-1	-2.6	4	8	-3	0	-4	16	-2
O=C(COc1ccc(Cl)cc1)NCc1ccc(F)cc1	95	22	2.0	0	0	-10	1	-2	4	-20
CC1(c2nnc(Cc3ccccc3)o2)CC(c2ccc(Cl)cc2)=NO1 (centres undefined)	94	2	-0.6	-16	-10	0	0	7	-8	-12
Cc1ccc(O)c(NC(=O)c2ccco2)c1	87	8	-2.3	0	5	4	-1	0	2	-5
COCC1CCN(Cc2nc(COc3ccccc3)no2)C1 (centres undefined)	108	2	2.2	0	1	1	-2	-4	-1	-7
CN1CCN(c2ccc([N+](=O)[O-])cc2C(=O)N2CCCCC2)CC1	108	16	-0.5	-4	5	-1	4	0	6	-19
Fc1cccc(/C=N/Nc2ccc(Cl)nn2)c1	92	-2	12*	-2	-7	-7	3	-6	-1	-4
CN(Cc1ccccc1)C(=O)CCC1CCN(C(=O)CCC(F)(F)F)CC1	94	7	0.3	10	4	4	4	6	4	-1
Cc1cc(C)c(S(=O)(=O)N(C)CC(=O)N2CCCC2)c(C)c1	79	0	-0.3	4	10	-2	34*	-2	-6	-13
Cc1nnc(Nc2ccc(Cl)cc2)n(N)c1=O	93	5	-2.3	-1	3	7	1	-1	1	-5
Cc1noc(/C=C/c2cccs2)c1S(=O)(=O)N1CCC(C(=O)NCCCN2CCCC(C)C2)CC1 (centres undefined)	93	-1	-0.9	-9	10	-9	0	3	11	1
COc1ccccc1-c1csc(Cc2nnc3n2CCCCC3)n1	80	5	-1.5	1	4	-7	0	-2	17	-5
COC(=O)c1cc(C)sc1NC(=O)c1cccnc1	98	19	1.2	8	3	2	0	-2	2	-5
O=C(CN1C(=O)C2C3C=CC(C4CC34)C2C1=O)OCC(=O)c1ccccc1 (centres undefined)	101	5	-2.6	-6	7	-1	0	4	0	-4
Cc1ccc(-n2c(=S)sc3c(=O)n(-c4ccccc4F)c(SCC(=O)O)nc32)cc1C	95	-7	0.5	11	-8	6	0	-1	-1	-5
O=C(NCCN1CCOCC1)C1CCC(CNS(=O)(=O)c2ccc(Cl)cc2)CC1 (centres undefined)	103	11	-3.2	0	-2	-3	-1	-1	9	-8
O=C(O)c1ccc(-n2cccn2)nc1	94	4	-1.8	2	-5	-2	2	1	-3	-6
O=C(NCNC(=O)c1ccccc1)c1ccccc1	98	1	-0.7	12	5	2	1	0	3	-5
C=CCOc1ccc(C2C(C(=O)c3ccco3)=C(O)C(=O)N2c2nnc(C)s2)cc1 (centres undefined)	98	22	-1.7	7	-1	5	0	-1	-4	-16
COc1ccccc1CNC(=O)CN(c1ccc(C)cc1)S(=O)(=O)c1c(C)nn(C)c1C	96	3	-0.3	-1	-5	-2	-1	-3	2	-6
Oc1cccc(C(=S)N2CCCCC2)c1	97	4	-2.5	-3	-2	4	2	0	0	-27
Cc1cc(C)cc(NC(=O)CSc2nnc(CNC(=O)c3cccs3)o2)c1	85	0	-2.0	-9	-1	-2	-3	-3	10	-2
Cc1ccc(CSCC(=O)N/N=C/c2sccc2C)cc1	98	-3	-2.3	-5	-11	-6	0	-2	1	.
COC(=O)Nc1nc(C)c(C(=O)c2ccccc2)s1	101	-2	-2.5	5	7	-2	21	2	-1	-5

(cont.)
SMILES	ABCB6 inh 2	MC4R antag cAMP	MC4R ag barr	Cardio protect	ABHD5 PLIN5 PPI	m5-HT2A agonist	Glyco luc inh	Exocytosis inh	PDI turbidity	CaV13 FRET inh
Cc1cccc(C(=O)O/N=C(\N)CS(=O)(=O)c2ccccc2)c1	99	1	-2.8	-6	-4	2	.	-3	-3	-6
CCOC(=O)c1ccc(NC(=O)C(=O)NCC2CCCO2)cc1 (centres undefined)	97	7	-1.2	8	4	-1	1	11	7	-3
C(=N\Nc1nc2ccccc2[nH]1)/c1cccc2nccnc12	99	-12	0.1	51*	1	-3	-6	29	6	-5
O=C(Nc1ccccc1-c1ccccc1)C(c1ccccc1)c1ccccc1	97	1	9.4*	6	1	0	-3	11	-5	-8
O=C(N/N=C/c1ccco1)/C(=C/c1cccc([N+](=O)[O-])c1)NC(=O)c1ccccc1	103	16	0.4	4	-3	-6	0	0	-3	-10
O=C(CCNC(=O)c1ccc(Cl)cc1)NNC(=O)c1ccc(F)cc1	99	-5	-0.4	-4	8	-2	2	0	-4	-7
Cc1noc(C)c1NC(=O)N(C)C[C@H]1Oc2ccc(NC(=O)Nc3ccccc3)cc2C(=O)N([C@H](C)CO)C[C@@H]1C	97	-3	-2.6	5	-2	1	3	3	13	-7
c1cncc(C2OCC3(CO2)COC(c2cccnc2)OC3)c1 (centres undefined)	102	9	2.0	3	6	1	-2	-2	1	-5
COC(=O)C1(CO)NC(c2cccs2)C2C(=O)N(c3ccccc3)C(=O)C21 (centres undefined)	104	10	0.7	-6	7	2	1	-2	-1	-4
C#CC(C)(C)NC(=S)NC1CC2C=CC1C2 (centres undefined)	96	6	2.9	-4	-5	-2	0	-3	2	-16
CCOC(=O)CN1C(=O)C(O)=C(C(C)=O)C1c1ccc(F)cc1 (centres undefined)	92	-2	-1.1	7	13	3	2	2	6	.
COc1cc(Nc2cc(C)nc3nc(C)nn23)cc(OC)c1OC	102	-4	-1.5	6	3	2	3	-4	.	-11
COc1ccc(NC(=O)C(c2ccc(OC)cc2)N(C)C(=O)CNC(C)=O)cc1 (centres undefined)	145	-1	-1.2	2	-1	2	1	7	8	-5
COc1ccc(NC2CC(=O)N(c3ccc(C(=O)O)cc3)C2=O)cc1 (centres undefined)	96	-7	-1.9	-2	4	7	2	-1	-2	-4
Cc1nc(NC(=S)NC(=O)c2ccccc2)sc1C	97	0	-0.1	-16	-2	-5	-4	10	-3	-2
N#Cc1ccc(CN2CCN(C(=O)C3CC(=O)N(c4ccccc4F)C3)CC2)cc1 (centres undefined)	78	3	-0.6	-1	-14	4	-1	0	-10	-2
Cc1ccc2c(c1)N(C(C)C(=O)NCc1ccccn1)C(=O)CO2 (centres undefined)	100	11	-1.1	1	-5	-3	1	2	-10	-8
CN1c2ccsc2C(O)=C(C(=S)Nc2ccccc2)S1(=O)=O	97	-4	-1.6	1	-37	1	0	-2	20	-3
O=S(=O)(c1ccccc1)c1nc(-c2ccco2)oc1NCc1cccnc1	98	-2	-0.2	18	16	3	-1	2	-2	-3
CC(=O)C1CCC2C3CCC4CC(OC(=O)CCC(=O)O)CCC4(C)C3C(=O)CC12C (centres undefined)	104	1	0.8	3	-2	1	0	2	3	-4
Cc1ccc(C)c(C(=O)OCC(=O)NC(=O)NCc2ccccc2)c1	103	20	13*	-2	-15	-3	2	0	4	-9
COc1ccc(CNC(=O)c2cc(COc3c(F)cccc3F)on2)cc1OC	106	-3	-0.6	-8	0	13	-2	-2	2	5
O=C(O)C1=C[C@@H](c2ccc(Br)cc2)C[C@@H](OCc2ccc(CO)cc2)O1	96	0	-1.8	6	0	-3	4	-2	3	-10
Cc1ccc(C(O)c2ncc(-c3ccccc3Cl)[nH]2)cc1 (centres undefined)	102	0	1.5	-9	-14	2	2	5	-2	-11
O=c1[nH]c(-c2ccccc2)nc(CN2CCCCC2)c1O	97	-2	-0.3	-5	10	8	-2	1	11	-5
CC(C)OC(=O)CSc1nnc(-c2ccccn2)n1C	100	5	-1.9	-6	-1	2	4	1	10	.
CCC(=O)N1CCc2cc(S(=O)(=O)CCC(=O)NCc3cccs3)ccc21	97	6	-2.5	2	0	2	1	0	0	.
O=C(NC1CC(=O)N(c2cccc(F)c2)C1)C(=O)c1c[nH]c2ccccc12 (centres undefined)	99	20	-1.2	-7	6	0	3	19	0	-3
COC(=O)C1=C(C(=O)OC)[C@@H]2N(C)c3ccccc3[C@@]23C[C@@H](C(=O)OC)N(C(=O)c2ccc(Br)cc2)C3=N1	98	-4	-0.1	-3	1	0	13	-4	-1	-11
OCCOCCOc1ccc(-c2nn[nH]n2)cc1	96	1	-1.5	1	2	0	-1	8	11	-4

Of the compounds above, seven have two or more sulfur atoms.
SMILES	ABCB6 inh 2	MC4R antag cAMP	MC4R ag barr	Cardio protect	ABHD5 PLIN5 PPI	m5-HT2A agonist	Glyco luc inh	Exocytosis inh	PDI turbidity	CaV13 FRET inh
Cc1noc(/C=C/c2cccs2)c1S(=O)(=O)N1CCC(C(=O)NCCCN2CCCC(C)C2)CC1 (centres undefined)	93	-1	-0.9	-9	10	-9	0	3	11	1
Cc1ccc(-n2c(=S)sc3c(=O)n(-c4ccccc4F)c(SCC(=O)O)nc32)cc1C	95	-7	0.5	11	-8	6	0	-1	-1	-5
Cc1cc(C)cc(NC(=O)CSc2nnc(CNC(=O)c3cccs3)o2)c1	85	0	-2.0	-9	-1	-2	-3	-3	10	-2
Cc1ccc(CSCC(=O)N/N=C/c2sccc2C)cc1	98	-3	-2.3	-5	-11	-6	0	-2	1	.
Cc1nc(NC(=S)NC(=O)c2ccccc2)sc1C	97	0	-0.1	-16	-2	-5	-4	10	-3	-2
CN1c2ccsc2C(O)=C(C(=S)Nc2ccccc2)S1(=O)=O	97	-4	-1.6	1	-37	1	0	-2	20	-3
CCC(=O)N1CCc2cc(S(=O)(=O)CCC(=O)NCc3cccs3)ccc21	97	6	-2.5	2	0	2	1	0	0	.

Compounds were not picked by outcome. Share with any hit: about 4.2%.
